Vif-APOBEC3F blk: Vif-A3F binding inhibition; HeLa A3F-eYFP + Vif (tagged APOBEC3F with the HIV-1 protein that degrades it), YFP fluorescence increase; Potency, µM (highest dose often 46.1 µM), inactives show top-dose activity, negative = active; 390,000 compounds, 0.2% hits; further: potency means the concentration at half of the fitted maximal effect; % of control where 0% means no effect; nearly all actives have a fitted effect of over 65% in size
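HeLa cells stably expressing Vif plus C-terminally eYFP-tagged A3F were seeded, incubated overnight at 37 deg C, dosed with compound, incubated overnight again at 37 deg C. Yellow fluorescence (Ex 488/Em 500-530) reported blocked Vif-mediated A3F-eYFP degradation.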
IDH1 R132H inh: human IDH1 R132H inhibition | O75874 | IDH1-R132H enzyme, NADPH consumption, diaphorase/resazurin fluorescence | Potency, µM (titrated, usually from 76.6 µM), inactives show at the top dose activity change, negative = inhibition, hits mostly inhibitors | 390,000 compounds, 0.093% hits | AID 602179; further: potency means the concentration at half of the fitted maximal effect; on the % scale 0 is the no-effect control and ±100 the full control effect; nearly all actives have a fitted effect of over 65% in size
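IDH1-R132H (0.5 ug/mL) preincubated 30 min with compound, then NADPH (0.016 mM) and alpha-KG (2 mM) added; 80 min at RT, pH 7.5. Remaining NADPH coupled via diaphorase/resazurin to fluorescence (540/590 nm); concentration-response curves normalized to no-enzyme control.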
Vif-A3G inh: blocks the Vif interaction with human APOBEC3G. Q9HC16. HeLa A3G-eYFP + Vif (tagged APOBEC3G with the HIV-1 protein that degrades it), YFP fluorescence, overnight. Potency, µM (series often up to 46.1 µM), for the others: at the highest dose activity, negative = active, usual class: inhibitors. 410,000 compounds, 0.076% hits;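 further: potency means the concentration at half of the fitted maximal effect; on the % scale 0 is the no-effect control and ±100 the full control effect; nearly all actives have a fitted effect of over 60% in size; hits raise eYFP signal because A3G escapes Vif-driven loss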
Target sequence (Q9HC16 whole entry, looked up): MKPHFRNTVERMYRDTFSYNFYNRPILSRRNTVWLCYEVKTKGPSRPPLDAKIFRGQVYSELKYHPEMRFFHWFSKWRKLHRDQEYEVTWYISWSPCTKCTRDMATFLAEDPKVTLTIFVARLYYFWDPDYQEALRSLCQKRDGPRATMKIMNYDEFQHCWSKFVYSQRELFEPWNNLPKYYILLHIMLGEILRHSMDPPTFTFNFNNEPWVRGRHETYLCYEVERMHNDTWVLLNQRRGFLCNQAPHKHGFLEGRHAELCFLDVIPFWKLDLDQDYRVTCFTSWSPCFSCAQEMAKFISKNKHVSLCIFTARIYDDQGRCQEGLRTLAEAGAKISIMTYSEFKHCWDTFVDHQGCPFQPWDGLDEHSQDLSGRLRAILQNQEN
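Read-out is eYFP fluorescence (Ex 488/Em 500-530) from Vif-expressing HeLa A3G-eYFP cells; more signal means A3G escaped Vif-mediated degradation. Cells plated overnight, compound pinned in, incubated overnight at 37 deg C.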
TrxR1 substrate: rat thioredoxin reductase 1 substrate activity. purified TrxR1 substrate turnover, NADPH consumption readout. Potency, µM (highest dose often 114 µM), without a hit: at the highest dose activity change, negative = substrate turnover. 390,000 compounds, 0.01% hits. AID 588456; further: potency means the concentration at half of the fitted maximal effect; on the % scale 0 is the no-effect control and ±100 the full control effect; nearly all actives have a fitted effect of over 50% in size
Target sequence (O89049 whole entry, looked up): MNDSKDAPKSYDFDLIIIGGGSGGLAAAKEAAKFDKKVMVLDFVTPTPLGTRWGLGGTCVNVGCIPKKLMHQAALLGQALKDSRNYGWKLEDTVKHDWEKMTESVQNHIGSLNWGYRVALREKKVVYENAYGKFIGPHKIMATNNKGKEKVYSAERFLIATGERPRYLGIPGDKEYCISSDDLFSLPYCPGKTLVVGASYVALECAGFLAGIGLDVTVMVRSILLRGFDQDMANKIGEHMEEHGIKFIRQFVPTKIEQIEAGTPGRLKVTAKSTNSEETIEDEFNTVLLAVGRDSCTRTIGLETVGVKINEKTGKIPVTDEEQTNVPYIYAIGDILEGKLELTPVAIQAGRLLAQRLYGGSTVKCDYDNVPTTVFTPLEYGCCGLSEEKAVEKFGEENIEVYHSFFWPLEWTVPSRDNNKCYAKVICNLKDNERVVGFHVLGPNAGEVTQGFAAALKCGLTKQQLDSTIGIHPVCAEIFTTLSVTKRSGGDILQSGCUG
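Rat TrxR1, dispensed at 90 nM, was prereduced with 400 uM NADPH (final) for 5 min at ~22 deg C, then incubated with compound 15 min before 400 uM selenite. A first-read NADPH fluorescence drop versus no-compound background flagged substrates.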
RGS4 inhibitor: blocks human RGS4-accelerated GTP hydrolysis | Transcreener GDP fluorescence polarization, RGS4-accelerated GTP hydrolysis | Potency, µM (highest dose often 114 µM), for the others: at the top dose activity change, negative = inhibition, actives largely listed as inhibitors | 390,000 compounds, 0.039% hits; further: potency means the concentration at half of the fitted maximal effect; on the % scale 0 is the no-effect control and ±100 the full control effect; nearly all actives have a fitted effect of over 75% in size; some results filed as inactive show a strong effect at the top dose
Target sequence (P49798 whole entry, looked up): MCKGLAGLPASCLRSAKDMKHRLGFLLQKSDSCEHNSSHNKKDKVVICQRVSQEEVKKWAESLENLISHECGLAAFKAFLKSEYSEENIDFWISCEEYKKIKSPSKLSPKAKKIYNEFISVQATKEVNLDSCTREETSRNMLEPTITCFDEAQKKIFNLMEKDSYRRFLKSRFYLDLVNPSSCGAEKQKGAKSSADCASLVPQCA
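MLSMR compounds (23 nl, pin-transferred) preincubated 10 min at room temperature with a 500nM (2x) first reagent, then RGS4 at 900nM (2x) plus Transcreener GDP mix added; fluorescence polarization (620/688 nm) read before and after 90 min at 30 °C.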
Glioma ERSR ind: inducers of ER stress response in human glioma cells. U87-MG GRP78 promoter luciferase reporter, 16 h. AID 602332. Potency, µM, for the others: top-dose activation, hits mostly activators. 420,000 compounds, 0.02% hits; further: potency means the concentration at half of the fitted maximal effect; series mostly up to about 76 µM; % of control where 0% means no effect; nearly all actives have a fitted effect of over 35% in size
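Stably transfected U87-MG human glioma cells carrying a GRP78-based luminescent sensor were seeded at 1000 cells/well, pin-dosed with compounds and incubated 16 h. Luciferase reagent was then added, and end-point luminescence was read after 10 min at room temperature.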
USP1-UAF1 inh: blocks the human USP1/UAF1 deubiquitinase complex. Potency, µM (titrated, usually from 57.1 µM), inactives show top-dose activity change, negative = inhibition, most hits filed as inhibitors. recombinant USP1/UAF1, Ub-Rhodamine cleavage fluorescence. O94782. AID 743255. 390,000 compounds, 0.23% hits; further: potency means the concentration at half of the fitted maximal effect; on the % scale 0 is the no-effect control and ±100 the full control effect; nearly all actives have a fitted effect of over 60% in size; inactives centre near -12
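In this screen, compounds sit with the deubiquitinase complex (1nM) for 15 min at room temperature before Ub-Rho is added at 150nM final. Fluorescence rise is then followed for 6 reads every 60 seconds.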
LDHA inh: LDHA (human) enzyme inhibition; 480,000 compounds, 0.15% hits; P00338; activity change, % (values are at about 110 or 230 µM); purified LDHA, NADH/diaphorase-resazurin fluorescence; stronger effect = lower value; in the data active means activity change below about -30%; inconclusive means mostly about -25% to -30%;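 further: plate controls were DMSO wells for no effect and wells without enzyme for full effect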
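LDH5 2 nM; NADH 0.06 mM, pyruvate 0.2 mM; 200 mM Tris pH 7.4, EDTA, Tween-20; 5 min RT. Detection: diaphorase 0.133 mg/mL + resazurin 37 µM, fluorescence ex540/em590 at 0 and 20 min; normalized to enzyme-free and DMSO wells.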
rTrxR1 inhibitor: rat TrxR1 inhibition | Potency, µM (series often up to 114 µM), inactives show at the highest dose activity change, negative = inhibition, hits mostly inhibitors | 390,000 compounds, 1% hits | recombinant rTrxR1, NADPH fluorescence consumption, selenite substrate | O89049; further: potency means the concentration at half of the fitted maximal effect; on the % scale 0 is the no-effect control and ±100 the full control effect; nearly all actives have a fitted effect of over 65% in size
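Rat TrxR1 (90 nM in the dispensed reagent) was pre-reduced with 400 uM NADPH for 5 min at room temperature, then incubated with compound for 15 min. After 400 uM selenite was added, NADPH fluorescence (Ex 340/Em 450 nm) was followed for 8 min.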
Active calls of the source: *; ? = inconclusive; . = not tested or not shown; & = joins results of further samples; [ ] = remark or other dose. Unless noted, the call rests on the fitted dose curve; in most records, active means well fitted curve in the direction sought with a large enough effect; inconclusive means small, poorly fitted or top-dose-only effect, or another doubt; inactive means no such curve, though single readings can be large; an effect the other way counts as inactive or inconclusive.

Results follow in this order: Vif-APOBEC3F blk, IDH1 R132H inh, Vif-A3G inh, TrxR1 substrate, RGS4 inhibitor, Glioma ERSR ind, USP1-UAF1 inh, LDHA inh, rTrxR1 inhibitor
O=C(NCc1ccc(F)cc1)C1Cc2ccccc2CN1C(=O)c1ccco1 (stereo not given)
 : -6%, 6%, -2%, -1%, 3%[56.9 µM], 5%, -23%, -1, 15%
O=C(Nc1cc(Cl)ccc1N1CCOCC1)c1cnccn1
 : -1%, 9%, 1%, -6%, -26%, -3%, -18%, -5, -8%
Clc1cccc(CNCCCSc2ncccn2)c1
 : 3%, -4%, -6%, 4%, -13%, -2%, -17%, 1, 5%
COc1ccc(NC(=O)CSc2ccc(-c3ccco3)nn2)cc1
 : -22%, 0%, -6%, -9%, 4%, -2%, -5%, 2, 50µM*
COc1cccc(C(=O)NCCSc2ccc(Br)cc2)c1
 : 3%, 5%, 0%, 8%[57.1 µM], -12%, -2%, -15%, -4, 22%
O=C(Nc1ccc(Cl)cc1F)c1ccc2c(c1)C(=O)N(Cc1ccncc1)C2=O
 : -6%, 0%, -9%, 1%, -41%, -2%, -17%, -2, 6%
COc1ccc(NC(=O)CCCNC(=O)c2ccc(Cl)cc2)cc1S(=O)(=O)N1CCCCC1
 : -8%, 4%, 2%, -8%, -18%, -5%, -26%, -3, 10%
COc1ccc(N(CC(=O)O)S(=O)(=O)c2ccc(OC)c(OC)c2)cc1
 : -12%, -4%, -8%, 9%[57.1 µM], 9%, -4%, -19%, -2, 12%[57.1 µM]
COc1ccccc1[C@@H]1C(c2cccc(Cl)c2)=NN(c2ccccc2)[C@H]1C(=O)N1CCOC1=O
 : 0%, 3%, 0%, 83%[activator][57.1 µM], -18%, -3%&-6%, -18%, -1, 81%[activator][57.1 µM]
Cc1nn(CC(=O)NCc2cccs2)c(=O)c2nn(-c3ccccc3)c(C)c12
 : 0%, -2%, -1%, 6%, 12%[11.4 µM], -6%, -13%, -7, 13%
Cc1cc(C)nc(NS(=O)(=O)c2ccc(-n3cccc3)cc2)n1
 : -8%, 0%, -2%, 12%[57.1 µM], ?, -5%, -12%, -4, 10%[57.1 µM]
CC(=O)C1=C(Nc2ccc(C)cc2)CC(C)(O)C(C(C)=O)C1c1ccco1 (stereo not given)
 : 2%, 6%, -6%, -3%[57.1 µM], -11%, -4%, -21%, -4, -4%[57.1 µM]
COc1ccc(-c2nnc(NC(=O)CS(=O)(=O)c3ccc(Cl)cc3)o2)c(OC)c1
 : 3%, -13%, 0%, 4%, -3%, -2%, -21%, 1, 15%
CC(C)CSCC1OC(n2cnc3c(N)nccc32)C(O)C1O (stereo not given)
 : 2%, 11%, 1%, ., ., -4%, -21%, 0, .
Cc1ccc2c(c1)C(c1ccc(F)cc1)N(C(=O)c1cc3ccccc3oc1=O)CC(=O)N2 (stereo not given)
 : 2%, 12%, -1%, -1%, 12%, -3%, -26%, 1, 4%
COc1ccc(CC(=O)N2CCc3cc(OC)c(OC)cc3C2C)c(OC)c1 (stereo not given)
 : 5%, 6%, -1%, 2%, -24%[56.9 µM], 0%, -21%, 1, 13%
Cc1ccc(C)c(NC(=O)CCC(=O)NN=C2CCCC2)c1
 : 1%, -6%, 1%, -2%, -15%, -1%, -16%, -3, 14%
O=C1CC(=O)N2N=C(c3ccc([N+](=O)[O-])cc3)SC2=N1
 : 1%, 2%, -1%, -18%, -14%, -3%, -8%, -6, ?
CCC(C(=O)NCCc1cc(OC)ccc1OC)n1nc(C)c2c(C)n(-c3ccccc3)nc2c1=O (stereo not given)
 : -4%, -8%, -2%, 1%, -2%, -4%, 0%, -1&-7, 24%
NC(=O)c1c(NC(=O)C(=O)N2CCOCC2)sc2c1CCC2
 : -24%, 1%, 2%, -5%, 0%, 3%, -13%, -1, -14%
CC(=O)c1cccc(NC(=O)CSc2nnc(-c3ccncc3)o2)c1
 : -17%, 14%, -3%, -1%, 6%, -4%, -5%, 0, 3%
Cc1cc(C)cc(OCC(=O)Nc2ccccc2N2CCCCC2)c1
 : -4%, 5%, -2%, 0%, -12%, -2%, -18%, 1, 6%
CC1Cc2cc(S(=O)(=O)CCC(=O)NCc3ccccc3Cl)ccc2N1C(=O)C1CC1 (stereo not given)
 : 0%, -12%, -29%, 4%, -11%, -2%, -8%, -11, 11%
CCOC(=O)N1CCN(c2ccc(S(=O)(=O)N(Cc3ccccc3)Cc3ccccc3)cn2)CC1
 : 3%, 3%, 1%, 14%, 2%, -2%, -23%, -2, 23%
Cc1c(NC(=S)NC(C)(C)C)c(=O)n(-c2ccccc2)n1C
 : 1%, 8%, 1%, -17%[57.1 µM], -18%, 5%, -3%, -7, 6%[57.1 µM]
O=C(CSc1nnc(-c2ccncc2)n1Cc1ccco1)Nc1ccccc1F
 : -7%, -13%, 0%, 2%, 8%, -6%, -3%, -8, -1%
COc1ccccc1CC(=O)Nc1cc(C)on1
 : -10%, 11%, -4%, ., ., -4%, -19%, 2, .
CCn1cc(C(=O)N2CCN(c3cc(C)ccc3C)CC2)c(=O)c2cc(S(=O)(=O)N3CCOCC3)ccc21
 : -5%, 6%, 1%, 2%, 0%, -3%, -8%, -5, 17%
O=c1c2ccccc2nc(SCc2cccc(F)c2)n1-c1cccc(S(=O)(=O)N2CCCC2)c1
 : 5%, 9%, 2%, 2%, -1%, -2%, -11%, -6, -9%
CCC(=O)c1ccc(OCCSc2ncccn2)cc1
 : -5%, 12%, 1%, -16%, -22%[11.4 µM], -9%, -23%, -5, ?

10 successive compounds already listed:
Results follow in this order: Vif-APOBEC3F blk, IDH1 R132H inh, Vif-A3G inh, TrxR1 substrate, RGS4 inhibitor, Glioma ERSR ind, USP1-UAF1 inh, LDHA inh, rTrxR1 inhibitor
COc1ccc(N(CC(=O)O)S(=O)(=O)c2ccc(OC)c(OC)c2)cc1
 : -12%, -4%, -8%, 9%[57.1 µM], 9%, -4%, -19%, -2, 12%[57.1 µM]
COc1ccccc1[C@@H]1C(c2cccc(Cl)c2)=NN(c2ccccc2)[C@H]1C(=O)N1CCOC1=O
 : 0%, 3%, 0%, 83%[activator][57.1 µM], -18%, -3%&-6%, -18%, -1, 81%[activator][57.1 µM]
Cc1nn(CC(=O)NCc2cccs2)c(=O)c2nn(-c3ccccc3)c(C)c12
 : 0%, -2%, -1%, 6%, 12%[11.4 µM], -6%, -13%, -7, 13%
Cc1cc(C)nc(NS(=O)(=O)c2ccc(-n3cccc3)cc2)n1
 : -8%, 0%, -2%, 12%[57.1 µM], ?, -5%, -12%, -4, 10%[57.1 µM]
CC(=O)C1=C(Nc2ccc(C)cc2)CC(C)(O)C(C(C)=O)C1c1ccco1 (stereo not given)
 : 2%, 6%, -6%, -3%[57.1 µM], -11%, -4%, -21%, -4, -4%[57.1 µM]
COc1ccc(-c2nnc(NC(=O)CS(=O)(=O)c3ccc(Cl)cc3)o2)c(OC)c1
 : 3%, -13%, 0%, 4%, -3%, -2%, -21%, 1, 15%
CC(C)CSCC1OC(n2cnc3c(N)nccc32)C(O)C1O (stereo not given)
 : 2%, 11%, 1%, ., ., -4%, -21%, 0, .
Cc1ccc2c(c1)C(c1ccc(F)cc1)N(C(=O)c1cc3ccccc3oc1=O)CC(=O)N2 (stereo not given)
 : 2%, 12%, -1%, -1%, 12%, -3%, -26%, 1, 4%
COc1ccc(CC(=O)N2CCc3cc(OC)c(OC)cc3C2C)c(OC)c1 (stereo not given)
 : 5%, 6%, -1%, 2%, -24%[56.9 µM], 0%, -21%, 1, 13%
Cc1ccc(C)c(NC(=O)CCC(=O)NN=C2CCCC2)c1
 : 1%, -6%, 1%, -2%, -15%, -1%, -16%, -3, 14%

More structures.
Results follow in this order: Vif-APOBEC3F blk, IDH1 R132H inh, Vif-A3G inh, TrxR1 substrate, RGS4 inhibitor, Glioma ERSR ind, USP1-UAF1 inh, LDHA inh, rTrxR1 inhibitor
Cc1ccc(NC(=O)CSCC(=O)NNC(=O)c2ccoc2C)cc1
 : -13%, 2%, 0%, -4%, 9%, -4%, -6%, -2, -6%
CC1CC(=O)c2cnc(Nc3ccccc3)nc2C1 (stereo not given)
 : 3%, 8%, 0%, -4%, 6%, 2%, -16%, 3, -4%
CCCCN1C(=O)C(CC(=O)NC2CCCC2)CC(C(=O)N(CC)CC)=C1C (stereo not given)
 : -3%, 0%, 5%, ., ., -2%, -20%, 0, .
Cc1cc(C(=O)OCC(=O)N2CC(=O)Nc3ccccc32)c(C)n1-c1ccc(F)cc1
 : 1%, 11%, 2%, -1%, -22%, -2%, -8%, 7, -2%
COCCNC(=O)CSc1nccn1Cc1ccc2c(c1)OCO2
 : 1%, 3%, 0%, 8%[57.1 µM], 24%, -3%, -17%, -9, 14%[57.1 µM]
CCc1ccccc1NC(=O)NC1CC2CCC(C1)N2Cc1ccco1 (stereo not given)
 : 2%, -2%, 2%, 2%[11.4 µM], 19%, -1%, -17%, -1, 18%[11.4 µM]
COc1ccc(N2CCN(C(=O)CCCn3c(=O)[nH]c4cc(Cl)ccc4c3=O)CC2)cc1
 : 3%, 2%, -7%, 0%, -1%[56.9 µM], -8%, -23%, -2, 19%

Some of the compounds tested. The share of hits here may be higher or lower than overall.
